GAA inh: alpha-glucosidase (human) inhibition | P10253 | purified human GAA, 4-MU-alpha-glucoside fluorescence | Potency, µM (doses to about 76.9 µM), without a hit: top-dose activity change, negative = inhibition, hits mostly inhibitors | 0.005% of 200,000 active | AID 1466;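 note: plate controls were uninhibited enzyme wells for no effect and no-enzyme background for full effect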
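Activity normalized between no-enzyme (basal) and enzyme-only wells. Conditions: 4 nM human enzyme, 400 uM fluorogenic substrate, citrate/phosphate pH 5.0 with Tween-20, 20 min room temperature, compounds up to 77 uM.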
L3MBTL1 block: blocks human L3MBTL1 | Q9Y468 | AlphaScreen L3MBTL1–H3K9me1 peptide binding | Potency, µM (series often up to 57.1 µM), for inactives: top-dose activity, negative = inhibition, hits mostly inhibitors | 0.66% of 230,000 active | AID 485360; note: nearly all actives have a fitted effect of over 60% in size
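L3MBTL1 (50 nM) pre-complexed 30 min with biotinylated H3(1-15)K9me1 peptide (75 nM), then compounds added for 30 min at room temperature; AlphaScreen streptavidin donor/nickel chelate acceptor beads (10 ug/mL final) read after 30 min dark incubation.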
GAA spleen mod: lysosomal alpha-glucosidase (human) modulation. P10253. human spleen homogenate, 4-MU-alpha-glucoside fluorescence. Potency, µM (highest dose often 79.9 µM), for the others: at the top dose activity change, negative = inhibition, most hits filed as inhibitors. 0.006% of 240,000 active;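 note: 0% = enzyme with vehicle and -100% = no enzyme basal signal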
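AC50 values come from Hill-equation fits of concentration-response data, normalized to no-enzyme and full-activity controls. Enzyme source: 1 ug human spleen homogenate; 1 mM fluorogenic 4-MU glucoside, pH 5.0 citrate buffer, 37 C, 40 min.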
TRb-SRC2 inh: inhibitors of human thyroid hormone receptor beta-SRC2 interaction. TRbeta-SRC2 peptide binding, fluorescence polarization; receptor liganded with 1 µM T3. 0.065% of 280,000 active. Potency, µM (top dose mostly 106 µM), without a hit: top-dose activity change, negative = inhibition, actives largely listed as inhibitors. AID 1469;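 note: plate controls were bound peptide for no effect and peptide without receptor for full effect; nearly all actives have a fitted effect of over 50% in size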
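Human TRb ligand-binding domain (0.6 uM) is mixed with 20 nM Texas Red SRC2 peptide and 1 uM T3; after compound addition and 5 hr at ambient temperature, polarization is measured and normalized to unbound and bound controls.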
TR SRC2 fluor cs: alters Texas Red total fluorescence, flagging assay interference; TRb/SRC2 Texas Red total fluorescence interference; AID 1479; 0.29% of 280,000 active; Potency, µM (highest dose often 106 µM), for the others: at the highest dose fluorescence change, negative = quenching; active = well fitted curve in either direction with a large enough effect; inconclusive = small, poorly fitted or top-dose-only effect
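Human TRb ligand-binding domain at 0.6 uM with 20 nM Texas Red SRC2 peptide in Tris buffer containing 1 uM T3 and 5% DMSO, incubated with compound 5 h at ambient temperature. Total fluorescence (555/632 nm) calculated as parallel + 2 × perpendicular.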
GAA glycogen mod: alters human alpha-glucosidase cleavage of glycogen. P10253. recombinant GAA, glycogen substrate, Amplex Red glucose oxidase fluorescence. Potency, µM (doses to about 76.4 µM), for inactives: top-dose activity change, negative = inhibition, hits mostly inhibitors. 0.38% of 300,000 active. AID 2100;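 note: 0% = full enzyme reaction and -100% = no-enzyme basal signal; the screen sought inhibitors and activators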
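Recombinant enzyme (4 nM final) with compounds titrated up to 77 uM and bovine liver glycogen (30 ug) in citrate pH 5.0, 0.01% Tween-20, 37 C 40 min. Released glucose detected by Amplex Red/glucose oxidase (Ex 573/Em 610); AC50 from Hill fits.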
RECQ1 inh: RECQ1 (human) helicase inhibition | RECQ1 DNA unwinding, red fluorescence kinetic read | Potency, µM (series often up to 57.3 µM), for the others: at the top dose activity, negative = inhibition, most hits filed as inhibitors | 0.54% of 240,000 active;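 note: plate controls were vehicle for no effect and no enzyme for full effect; nearly all actives have a fitted effect of over 30% in size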
Target sequence (P46063 whole entry, looked up): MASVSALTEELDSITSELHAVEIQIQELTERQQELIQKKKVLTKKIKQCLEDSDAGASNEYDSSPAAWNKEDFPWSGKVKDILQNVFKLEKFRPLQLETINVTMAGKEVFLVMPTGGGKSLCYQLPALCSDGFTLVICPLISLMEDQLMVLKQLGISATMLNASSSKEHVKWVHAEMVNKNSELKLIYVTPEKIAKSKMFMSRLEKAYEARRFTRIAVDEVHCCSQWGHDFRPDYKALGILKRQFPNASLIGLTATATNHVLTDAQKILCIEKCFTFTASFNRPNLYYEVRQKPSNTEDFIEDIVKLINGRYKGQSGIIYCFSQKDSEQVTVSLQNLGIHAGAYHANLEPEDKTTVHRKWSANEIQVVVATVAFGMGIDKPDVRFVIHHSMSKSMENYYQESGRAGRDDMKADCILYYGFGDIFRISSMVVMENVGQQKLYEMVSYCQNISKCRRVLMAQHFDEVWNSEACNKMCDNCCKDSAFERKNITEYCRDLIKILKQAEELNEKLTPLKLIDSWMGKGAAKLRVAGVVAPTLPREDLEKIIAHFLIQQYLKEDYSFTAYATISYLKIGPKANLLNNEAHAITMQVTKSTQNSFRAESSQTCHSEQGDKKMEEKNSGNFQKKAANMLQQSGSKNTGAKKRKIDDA
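50 nM RECQ1T1 preincubated 15 min with compound in Tris pH 8.0 buffer with MgCl2, DTT, Tween-20 and 2.5 ug/ml poly(dI-dC); started with 200 nM TAMRA/BHQ-2 forked duplex and 2 mM ATP. Unwinding read as fluorescence (525/598 nm), two reads 2 h apart.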
RGS12 GoLoco inh: blocks human Gai1 binding to RGS12 GoLoco peptide, red readout. Potency, µM (titrated, usually from 61.6 µM), for inactives: top-dose activity, negative = inhibition, usual class: inhibitors. 0.44% of 230,000 active. P63096. Gai1:RGS12 GoLoco peptide FP, rhodamine, 10 min; active = well fitted inhibition curve with a large enough effect, not every such curve was filed as active; inactive = no such curve, though single readings can be large or run the other way; note: nearly all actives have a fitted effect of over 30% in size; many of its hits are not listed in these tables
Target sequence (P63096 whole entry, looked up): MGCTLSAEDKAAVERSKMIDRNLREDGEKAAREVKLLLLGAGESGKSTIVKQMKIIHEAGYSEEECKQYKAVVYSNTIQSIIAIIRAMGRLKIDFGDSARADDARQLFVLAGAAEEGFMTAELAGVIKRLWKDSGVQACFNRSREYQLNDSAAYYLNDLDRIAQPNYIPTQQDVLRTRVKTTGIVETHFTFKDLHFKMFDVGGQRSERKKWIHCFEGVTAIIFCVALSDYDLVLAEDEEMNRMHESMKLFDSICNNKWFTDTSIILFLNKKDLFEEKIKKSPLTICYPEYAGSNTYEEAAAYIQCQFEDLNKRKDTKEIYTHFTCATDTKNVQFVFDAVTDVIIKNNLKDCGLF
Starred values were filed as active, the others as inactive; i = inactive; u = inconclusive; x = not tested or not shown; & = joins results of further samples; ! = a repeat was not active; [ ] = remark or other dose. Unless noted, calls come from the whole dose curve; as a rule, active = well fitted curve in the direction sought with a large enough effect; inconclusive = small, poorly fitted or top-dose-only effect, or another doubt; inactive = no such curve, though single readings can be large; an effect the other way counts as inactive or inconclusive. Unless noted, % is set by controls: 0 for no effect and ±100 for the full control effect; potency is the fitted concentration of half-maximal effect. The list is partial. The share of hits here may be higher or lower than overall.

smiles | GAA inh | L3MBTL1 block | GAA spleen mod | TRb-SRC2 inh | TR SRC2 fluor cs | GAA glycogen mod | RECQ1 inh | RGS12 GoLoco inh
CSC1=N/C(=C/c2cccnc2)C(=O)N1Cc1ccc(Cl)cc1 | -9% | 11% | 3% | -7% | -5% | 4% | i | 7%
CCCCNC(=O)C(=O)NCCCn1ccnc1 | 0% | 3% | -6% | 2% | -3% | -9% | 0% | -8%
C=CCn1c(SCC(=O)Nc2ncc(Cc3ccc(Br)cc3)s2)nnc1-c1ccncc1 | 5% | -4% | -12% | -6% | -2% | 10% | 14% | 6%
Nc1ccn(Cc2cccc(F)c2)n1 | 1% | u | -6% | 2%[53 µM] | 0%[53 µM] | -8% | -5% | 7%
CCOC(=O)c1ccc(CSc2n[nH]c(C)n2)o1 | -1% | 3% | -3% | -5% | 2% | -8% | -5% | -6%
O=C(Nc1ccc(-c2nc3ccccc3o2)cc1)C1CCCO1 (stereo unspecified) | 2% | 1% | -10% | 1% | 3% | 0% | i | 1%
COc1ccc(C2CC(Cn3cc(C#N)c(=O)n(C)c3=O)ON2C)cc1 (stereo unspecified) | -2% | 27% | 0% | 0% | -1% | 4% | 2% | 9%
COc1ccc(CCNC(=O)CSc2nnc(Cn3c(=O)sc4ccccc43)n2C)cc1OC | -2% | -1% | -1% | 5% | -3% | 2% | i | x
Cc1ccc2cc(C3C(C#N)=C(N)Oc4c3ccc3cccnc43)c(=O)[nH]c2c1 (stereo unspecified) | 4% | 29% | -4% | u | -6% | u | -8% | 10%
C/C(=C\C(=O)C(F)(F)F)Nc1ccc(C(F)(F)F)cc1 | 1% | 2% | -3% | -15% | -1% | 0% | -3% | 2%
CSCCC(Nc1nc2ccccc2s1)C(=O)O (stereo unspecified) | 6% | 12% | 1% | 0% | -2% | -4% | 7% | 10%
Cc1ccccc1Nc1c(N)c(=O)oc2ccccc12 | 3% | u | -4% | -2% | -1% | 18µM* | 0% | -1%
Cc1ccc(O)c(C(=O)c2cnc3c(c2)CN(CCC(C)C)C(=O)N3)c1 | -4% | -2% | -10% | -12% | -1% | 8% | i | 6%
Cc1cc(C)nc(NS(=O)(=O)c2ccc(-n3cccc3)cc2)n1 | -1% | x | 9% | -3% | -2% | 0% | -28% | 16%
Cc1cccc2c1N(CCCOc1ccccc1)C(=O)C2=O | -4% | -15% | -6% | -3% | -3% | 4% | -13% | 6%
COc1cccc2sc(N3CCN(c4nc5ccccc5s4)CC3)nc12 | -5% | -6% | -5% | -2% | -8% | 7% | 0% | x
COCCn1c(C)cc(C2=NNC(=NC(C)(C)C)SC2)c1C | 2% | -9% | -3% | 2% | 0% | 3% | -8% | 20%
O=C(CCC1COc2ccccc2O1)Nc1ccc(Cl)cn1 (stereo unspecified) | -13% | 6% | -1% | 1% | 2% | 3% | -1% | 5%
O=C(COC(=O)c1cnccn1)c1cccc([N+](=O)[O-])c1 | x | -5% | -3% | 1% | 2% | 5% | -9% | 3%
COc1ccc(S(=O)(=O)c2nnn(-c3cccc(OC)c3)c2N)cc1 | 2% | -18% | -1% | 6% | -4% | 2% | -1% | 9%
CCCCCc1ccc(-c2ccc(/C=C/C(N)=O)cc2)nc1 | 7% | -4% | -20% | -18% | -1% | -4% | -13% | 6%
CCn1c(=O)c(C(=O)NCc2cccnc2)c(O)c2ccccc21 | -5% | 4% | -11% | -19% | -3% | -11% | -3% | 1%
CCC(=O)Nc1ccc(NC(=O)c2c(C)nc3ccccn23)cc1 | -1% | 7% | 1% | -8% | -4% | 1% | -6% | 7%
CN(C)CCCn1cc(C2=C(c3c[nH]c4ccccc34)C(=O)NC2=O)c2ccccc21 | x | x | 4%&-3%&9% | 4%&-6%&-3% | -2%&-2%&-2% | x | 28µM*! | 151%&178%&79%[activator]
Cc1cc(=O)[nH]c(SCc2nc3ccccc3n2Cc2ccccc2)n1 | -5% | 14% | 4% | -11% | 2% | 4% | i | 10%
CCOC(=O)c1nc(NCCc2ccccc2)sc1C | 1% | -1% | -5% | -6% | -4% | -5% | -16% | -16%
COc1ccc(/C=N/c2c(-c3ccco3)nc3ccccn23)cc1OC | -1% | -12% | -3% | -12% | 5% | 15% | -10% | -7%
O=C1Nc2ccc([N+](=O)[O-])cc2OC1CCN1CCN(c2ccccc2)CC1 (stereo unspecified) | -2% | -18% | -4% | -7% | 0% | 0% | -4% | 3%
CC(C)=CC1C=C(C)C(C)C2C(=O)NNC(=O)C12 (stereo unspecified) | -1% | x | 2% | 12% | 0% | 2% | 1% | -4%
COc1ccc2c(Cl)c(-c3nnc(SCC(=O)c4ccccc4)n3C)sc2c1 | 1% | x | -14% | 0% | -2% | 5% | i | 13%
OCCC1CN(C2CCN(c3ccccc3F)CC2)CCN1Cc1ccccc1 (stereo unspecified) | -8% | -4% | -3% | -4% | -1% | -1% | i | 16%
CCCS(=O)(=O)N1CCN(c2ccccn2)CC1 | -2% | x | -9% | 7% | -5% | -4% | -10% | 6%
CCO[C@@H]1OC(C(=O)O)=C[C@H](c2ccc(Br)cc2)[C@H]1CCCO | x | 14% | 2% | -6% | -4% | -1% | -7% | 4%
O=C(c1ccco1)N1CCN(C(=O)c2cc(-c3ccccn3)nc3ccccc23)CC1 | -9% | -1% | -1% | 8% | -1% | -1% | -3% | 12%
Cc1ccnc(NC(=O)CC(c2ccccc2)c2ccccc2)n1 | 3% | 3%[11.4 µM] | -12% | -4% | -3% | -13% | -5% | 3%
COc1ccccc1C(=O)C1CCCN(C(=O)CN2CCCCC2=O)C1 (stereo unspecified) | -1% | -1% | -2% | -10% | -6% | 13% | -9% | -2%
O=C(Nc1ccc(-c2nc3ccc(NC(=O)c4cccs4)cc3[nH]2)cc1)c1cccs1 | -7% | x | -8% | 3% | -23% | -1% | u | 7%
Cc1ccc(SCC(=O)Nc2ccc(-c3nnc(-c4ccco4)o3)cc2)cc1 | 8% | 4% | -19% | 5% | -11% | 4% | -11% | 7%
O=c1[nH]c2ccccc2nc1/C=C(\O)c1cccs1 | -11% | 26% | -3% | 2% | -4% | 0% | -17% | -4%
CC(C)(C)C(=O)COc1ccccc1[N+](=O)[O-] | -1% | -2% | 3% | -6% | -1% | -7% | 0% | 4%

The closing four records of the part above open the next one:
smiles | GAA inh | L3MBTL1 block | GAA spleen mod | TRb-SRC2 inh | TR SRC2 fluor cs | GAA glycogen mod | RECQ1 inh | RGS12 GoLoco inh
O=C(Nc1ccc(-c2nc3ccc(NC(=O)c4cccs4)cc3[nH]2)cc1)c1cccs1 | -7% | x | -8% | 3% | -23% | -1% | u | 7%
Cc1ccc(SCC(=O)Nc2ccc(-c3nnc(-c4ccco4)o3)cc2)cc1 | 8% | 4% | -19% | 5% | -11% | 4% | -11% | 7%
O=c1[nH]c2ccccc2nc1/C=C(\O)c1cccs1 | -11% | 26% | -3% | 2% | -4% | 0% | -17% | -4%
CC(C)(C)C(=O)COc1ccccc1[N+](=O)[O-] | -1% | -2% | 3% | -6% | -1% | -7% | 0% | 4%
Cc1csc(NC(=O)CSc2nsc(SCC(=O)Nc3nc(C)cs3)c2C#N)n1 | 4% | -21% | -11% | 3% | -4% | 1% | 15% | -8%
Cc1ccc(C2C(C(=O)c3ccco3)=C(O)C(=O)N2c2nnc(C)s2)cc1 (stereo unspecified) | 4% | -3% | -8% | -13% | -1% | 7% | 12% | -5%
Cc1ccc(S(=O)(=O)N2CCN(c3nc(C)nc4sc(C)c(C)c34)CC2)cc1 | -2% | 4% | -5% | -3% | 1% | -8% | 8% | -7%
COc1cccc(C(=O)NCC(=O)OCC(=O)c2ccccc2)c1 | 11% | 2% | 1% | -2% | -2% | 9% | -4% | 8%
COc1cc(NC(=O)CCCOc2ccc(Cl)cc2Cl)c(C(=O)O)cc1OC | x | 1% | 1% | -1% | -4% | 2% | -5% | 0%
COc1cccc(-c2nc(CS(=O)(=O)CC(=O)NC3CCCc4ccccc43)c(C)o2)c1 (stereo unspecified) | -4% | x | 1% | 0% | -5% | 9% | -14% | 0%
C=CCN(c1ccc(Cl)cc1)S(=O)(=O)c1cccc(C(=O)O)c1 | -25% | 14% | 3% | -5% | -1% | 11% | i | 12%
CCOC(=O)Cc1csc(SCn2nnc3ccccc3c2=O)n1 | -7% | -1% | -4% | -26% | 2% | -3% | -9% | 5%
COc1ccccc1OCCn1c(=O)sc2ccccc21 | u | 1%[11.4 µM] | -6% | 5% | -1% | -6% | -1% | 4%
CN1CCN(C(=S)NC(CC(=O)c2ccccc2)c2ccccc2)CC1 (stereo unspecified) | -6%[15.4 µM] | -12% | 1% | -2% | -1% | 3% | 11% | -3%
CCOc1cc(-c2nc(-c3ccc(OC)cc3)no2)cc(OCC)c1OCC | 2% | -3% | -4% | 0% | -1% | 4% | i | 0%
Cc1ccc(OCCNC(=O)/C=C/c2ccccc2)cc1 | -11% | 8% | -5% | 3% | -1% | 9% | -9% | 9%
O=C(C1CCC(CNc2c(N3CCOCC3)c(=O)c2=O)CC1)N1CCN(c2ccccc2)CC1 (stereo unspecified) | 0% | 1% | -1% | 2% | -1% | -1% | -26% | 2%
CC(=O)N1CCc2cc(S(=O)(=O)NC(CC(C)C)C(=O)N3CCc4ccccc4C3)ccc21 (stereo unspecified) | u | 3% | 0% | 5% | 0% | 0% | -1% | -4%
CN(C)/N=C/c1c(O)ccc2ccccc12 | -1% | x | 0% | -3% | -1% | 14µM* | i | 0%
COc1ccc(Nc2nc(-c3ccccc3)nc3ccccc23)cc1S(=O)(=O)N1CCOCC1 | x | x | -1% | 11% | -1% | -11% | -13% | 5%
COc1ccc(N2C(=O)CCC(C(=O)O)C2c2ccc(F)cc2)cc1 (stereo unspecified) | 2% | 7% | -4% | -20% | 0% | -12% | i | -6%
CCN(C(=O)CN1CCN(c2cccc(Cl)c2)CC1)c1c(N)n(Cc2ccccc2)c(=O)[nH]c1=O | 7% | -13% | 0% | 11% | -1% | 10% | i | 7%
